Bioassay records from PubChem.
MITF primary: human MITF inhibition, primary screen | 650,000 tested, 0.91% active | inhibition, % at 2.6 µM | AlphaScreen MITF homodimerization, bead proximity signal; in the data active = inhibition above about 50%;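 note: 0% = vehicle wells with protein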
Target sequence (O75030 whole entry, looked up): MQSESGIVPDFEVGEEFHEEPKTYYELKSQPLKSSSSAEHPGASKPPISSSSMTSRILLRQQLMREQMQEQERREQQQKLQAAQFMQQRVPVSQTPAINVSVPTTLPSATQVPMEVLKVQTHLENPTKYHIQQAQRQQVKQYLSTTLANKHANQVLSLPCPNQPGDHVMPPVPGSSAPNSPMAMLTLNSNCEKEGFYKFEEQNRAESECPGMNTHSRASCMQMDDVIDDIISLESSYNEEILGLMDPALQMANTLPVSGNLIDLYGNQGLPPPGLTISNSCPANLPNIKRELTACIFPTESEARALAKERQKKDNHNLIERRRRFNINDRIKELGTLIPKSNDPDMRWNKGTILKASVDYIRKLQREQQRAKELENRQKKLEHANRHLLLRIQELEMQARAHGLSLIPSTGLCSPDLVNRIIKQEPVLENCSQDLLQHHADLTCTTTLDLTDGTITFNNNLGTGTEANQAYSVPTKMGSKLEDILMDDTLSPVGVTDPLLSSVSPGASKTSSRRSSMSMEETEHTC
TEAD-YAP inh: TEAD-YAP interaction inhibition | HEK-TIYL cells, TEAD-Gal4/YAP UAS-luciferase luminescence | inhibition, % at 9.12 µM | 640,000 tested, 1.4% active; in the data active = inhibition above about 32%;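 note: 0% = median of test compound wells and 100% = reference inhibitor wells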
GPR151 activ: human GPR151 activation; PathHunter beta-arrestin GPR151 cells, luminescence; activation, % at 11.2 µM; AID 1508602; 650,000 tested, 1% active; in the data active = activation above about 4.9%;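 note: 0% = median of compound wells and 100% = cells with positive control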
Target sequence (Q8TDV0 whole entry, looked up): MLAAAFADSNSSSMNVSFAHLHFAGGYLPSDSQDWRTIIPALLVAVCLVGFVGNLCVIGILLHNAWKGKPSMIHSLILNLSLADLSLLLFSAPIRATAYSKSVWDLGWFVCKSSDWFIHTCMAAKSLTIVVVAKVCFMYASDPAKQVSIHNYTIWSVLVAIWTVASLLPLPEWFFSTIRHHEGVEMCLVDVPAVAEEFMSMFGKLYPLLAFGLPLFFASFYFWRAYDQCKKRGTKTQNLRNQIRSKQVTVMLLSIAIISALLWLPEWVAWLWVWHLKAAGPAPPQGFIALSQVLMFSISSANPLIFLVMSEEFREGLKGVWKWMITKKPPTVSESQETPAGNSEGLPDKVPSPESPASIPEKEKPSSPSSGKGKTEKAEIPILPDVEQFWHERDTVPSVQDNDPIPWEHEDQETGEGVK
FBW7 act: activators of human E3 ligase FBW7 | Q969H0 | AlphaScreen FBW7–phospho-cyclin E peptide binding, activator screen | normalized activity (activation), % at 26.1 µM | 650,000 tested, 0.13% active | AID 1259310; in the data active = normalized activity above about 1.9%;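 note: purified mutant Fbw7 with reduced substrate affinity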
* hit, by the source's call; x = no result given.

SMILES	MITF primary	TEAD-YAP inh	GPR151 activ	FBW7 act
CCOc1ccc(C(=S)N2CCN(C)CC2)cc1	20	-10	-1.2	-0.1
CC(C)(C)c1cc(C(C)(C)C)c2nc(-c3cc(Br)ccc3O)oc2c1O	-2	6	0.8	0.0
C#CC(C)(CC)NC(=O)CCc1ccccc1 (stereo not drawn)	-2	3	0.3	-0.1
O=C(NCc1cccnc1)c1ccc(Br)s1	-11	-6	-2.0	0.4
Cc1cc(C(=O)Nc2ccc(C#N)cc2)on1	3	-3	0.8	-0.1
Cn1c2ccccc2c2c(C(=O)O)cn(C3CCCC3)c(=O)c21	1	12	2.0	0.3
O=C(Cn1c(=O)c(C(F)(F)F)nc2ccccc21)NCCCc1ccccc1	-3	-7	0.1	0.0
CC(C)CC1(C2CCN(Cc3ccncc3)CC2)NC(=O)N(CCc2cccs2)C1=O (stereo not drawn)	14	9	-0.6	0.1
COCCCNc1nc(CN2CCOCC2)nc2ccc(C)cc12	13	-11	1.9	0.4
O=C(Nc1ccccc1)/C(=C/c1cccc([N+](=O)[O-])c1)NC(=O)c1ccccc1Br	-1	3	1.1	0.1
COc1ccc(C(=O)N2CCN(c3ccccc3OC)CC2)cc1	-6	-2	-0.5	-0.1
COc1cccc(-c2ccc(SCC(=O)NC3CCCC3)nn2)c1	-3	-3	-1.1	-0.1
COc1ccc(S(=O)(=O)N(CCCO)Cc2cc3cccc(C)c3[nH]c2=O)cc1	0	-21	0.6	-0.1
CC(C)CCNC(=O)CCCn1c(=S)[nH]c2cc3c(cc2c1=O)OCO3	16	0	0.4	0.8
COc1cccc(/C=N/NC(=O)C(=O)Nc2cccc3ccccc23)c1OC	3	-1	0.2	-0.1
CC(=O)N1CCC2(CC1)OCc1cc(-c3ccccc3CO)ccc1O2	10	-1	-0.6	0.1
O=C(NNC(=O)c1ccccc1[N+](=O)[O-])c1ccccc1Br	10	-2	0.1	0.9
CNC(=O)CSc1nnc(-c2cccc([N+](=O)[O-])c2)n1C	2	15	0.6	0.2
COc1cc(C(=O)NN2C(=O)CSC2=S)ccc1O	-3	-4	0.5	-0.2
CN(Cc1cc(-c2ccccc2)on1)C(=O)Cn1nnnc1CN1CCCCCC1	12	-14	0.1	-0.1
CCOc1ccc(N2C(=O)/C(=C\c3ccc(O)c(OC)c3)S(=O)(=O)C2c2cccc([N+](=O)[O-])c2)cc1 (stereo not drawn)	-4	13	-1.7	-0.1
COc1ccc(C(=O)NC(=S)Nc2ccccc2C(N)=O)cc1Cl	0	-14	0.6	0.8
COc1ccccc1CNC(=O)c1ccc2c(c1)nc(C)n2-c1ccc(OCc2ccccc2)cc1	-3	-5	-0.4	-0.1
Cn1c(SCc2ccc(Cl)cc2)nnc1-c1ccco1	1	1	0.7	-0.1
CCOC(=O)c1cccc(N/C=C/C(=O)c2ccc(Br)cc2)c1	0	-10	2.6	-0.2
COc1ccc(NC(=O)CC2C(=O)N(c3ccc(Cl)cc3)C(=S)N2CCc2ccccn2)cc1 (stereo not drawn)	-12	-9	-0.3	-0.1
O=C(NCCOc1cccc2cccnc12)c1cc(C(F)(F)F)cc(C(F)(F)F)c1	9	6	0.6	0.0
CCCCON1C(=O)C2C3OC(C2C1=O)C1C3C2(Cl)CC1(Cl)C(Cl)=C2Cl (stereo not drawn)	21	-5	-0.9	0.2
O=C(CNc1n[nH]c(=O)[nH]c1=O)OCc1ccccc1	5	5	3.0	0.3
Cn1ccnc1SCC(=O)NCC(=O)Nc1ccc(F)c(F)c1F	1	16	0.6	0.1
COc1ccc(-c2cc(C(F)(F)F)nc(SCC(=O)NCC3CCCO3)n2)cc1 (stereo not drawn)	9	0	-1.1	0.1
Cc1ccc(CN2CCN(Cc3ccc(F)cc3Cl)CC2CCO)o1 (stereo not drawn)	-8	-8	-0.4	-0.2
CCOC(=O)c1c(NC(=O)CSc2nnc(CNC(=O)c3cccc(OC)c3)n2CCc2ccccc2)sc2c1CCC2	-5	2	4.2	0.0
COc1ccccc1OCC(O)CN1CCN(CC(O)COc2ccccc2OC)CC1 (stereo not drawn)	5	3	-1.8	-0.1
Cc1ccc(-c2c(NCCN3CCCC3)c(=O)c2=O)cc1	-4	-4	1.3	-0.3
O=C(CN1CCN(CC(=O)Nc2ccccc2F)CC1)Nc1cccc(F)c1	13	10	6.2*	0.6
NC(=O)c1ccc(C(=O)C(Cl)(Cl)c2ccccc2)cc1	-12	-8	-3.8	0.0
COCCOC(=O)C1=C(C)NC(SCC(N)=O)=C(C#N)C1c1ccccc1Cl (stereo not drawn)	3	1	0.0	0.0
O=C(Nc1ccc(Br)cc1)c1ccc(F)c(S(=O)(=O)NCc2cccs2)c1	7	60*	0.1	0.3
COc1ccc(-c2csc(NC(=O)c3ccccc3F)c2C(=O)O)cc1	1	26	-3.5	-0.1
O=c1c2c(nc3nc[nH]n13)CCCC2	15	6	0.3	0.1
Cc1ccnc(SCc2ccc([N+](=O)[O-])cc2)n1	3	-12	-2.5	-0.1
O=C(O)Cc1ccc(S(=O)(=O)N2CCCCC2)s1	-1	6	3.8	-0.1
Cc1nc2sc(C(c3ccccc3F)N3CCN(C(=O)c4ccco4)CC3)c(O)n2n1 (stereo not drawn)	-2	6	-0.4	-0.1
Cc1ccc(/C=c2\sc3nc(-c4ccco4)nn3c2=O)o1	4	-4	0.9	-0.1
O=C1CC(c2ccccc2)CC2=C1C(c1c(Cl)cccc1Cl)Nc1ccccc1N2 (stereo not drawn)	-4	5	-1.4	0.1
COc1cccc(NC(=S)N(Cc2ccc(F)cc2)C2CCCCC2)c1	-9	-6	-0.7	0.0
CC1CCN(Cc2nnnn2CCCC(=O)N(C)C(C)c2ccon2)CC1 (stereo not drawn)	0	-1	1.6	0.0
COc1cc2c(cc1NC(=O)CN1C(=O)c3ccccc3C1=O)oc1ccccc12	-11	12	0.0	0.0
Cc1oc2ccc(NS(=O)(=O)c3ccc(Br)cc3)cc2c1C(=O)OC(C)C	-10	-2	-0.2	0.0
CS(=O)(=O)N1CCN(c2cnn(-c3ccccc3)c(=O)c2Br)CC1	0	-27	0.3	0.1
O=[N+]([O-])c1ccc(NC(=S)Nc2ccc(Br)cn2)cc1	2	2	2.5	0.0
CCOC(=O)c1cc2c(=O)n3ccccc3nc2n(CC(C)C)c1=NC(=O)C(C)(C)C	-3	5	-0.8	0.0
O=C(Nc1ccc(N2CCOCC2)cc1)C1CCN(c2ccc(Nc3ccc4ncccc4c3)nn2)CC1	37	40*	2.9	-0.4
Nc1ccc2nc(Sc3nc4ccc([N+](=O)[O-])cc4s3)sc2c1	1	17	-1.5	0.1
CC1(C)CC(=O)C2=C(C1)N(N1CCOCC1)C(N)=C(C#N)C2c1ccc(Br)cc1 (stereo not drawn)	3	-5	2.1	0.1
COc1ccc(Cn2c(=O)c(C#N)cc3c(=O)n4ccccc4nc32)cc1	5	3	-1.4	0.1
CC(C)N(Cc1nc(-c2ccc(Cl)cc2)no1)C(=O)C(C)(C)C	-11	-4	-1.3	0.0
COc1cccc(COc2ccc3c4c(c(=O)oc3c2C)CCCCC4)c1	-2	-6	0.4	0.1
CCOC(=O)CC1C(=O)NCCN1C1CCCC1 (stereo not drawn)	8	1	-0.6	0.1

Sorted by length of the SMILES (ascending): some entries from above.
SMILES	MITF primary	TEAD-YAP inh	GPR151 activ	FBW7 act
O=C(O)Cc1ccc(S(=O)(=O)N2CCCCC2)s1	-1	6	3.8	-0.1
Cc1ccc(CN2CCN(Cc3ccc(F)cc3Cl)CC2CCO)o1 (stereo not drawn)	-8	-8	-0.4	-0.2
COc1cccc(/C=N/NC(=O)C(=O)Nc2cccc3ccccc23)c1OC	3	-1	0.2	-0.1

Following part.
SMILES	MITF primary	TEAD-YAP inh	GPR151 activ	FBW7 act
COc1ccc(OC)c(NC(=O)CSc2nnc(Cc3cccc4ccccc34)n2C)c1	-1	-9	1.7	-0.2
COc1ccc(Cn2nnnc2CN2CCSCC2)cc1	5	5	-0.5	0.1
O=C1OCCC1Oc1ncnc2ccccc12 (stereo not drawn)	1	-6	3.3	0.0
CC(c1ccccc1)N1CC(C(=O)NC2CCCC2)CC1=O (stereo not drawn)	6	4	-0.3	0.0
O=C(N/N=C/c1cccs1)c1ccc(Br)cc1	10	-24	0.5	0.1
Cc1ccc2nsnc2c1S(=O)(=O)Nc1cccc(C(F)(F)F)c1	13	3	0.6	0.2
COc1cc(NC(=O)CSC2=NC(C)(C)N=C2c2ccccc2)cc(OC)c1	-2	3	0.6	-0.1
COc1ccc(S(=O)(=O)Nc2ccc(F)cc2F)cc1Cl	-2	0	-1.4	0.1
CC(=O)NC1=NN(C(C)=O)C2(S1)C(=O)N(C)c1c(C)ccc(Cl)c12 (stereo not drawn)	6	12	0.0	0.0
C=CCOC(=O)C1=C(C)NC(SCC(N)=O)=C(C#N)C1c1ccc(O)c(OC)c1 (stereo not drawn)	9	-4	-0.2	0.0
CC1=C(C(=O)OCc2ccccc2)C(c2ccc(Cl)c(Cl)c2)NC(=O)N1C (stereo not drawn)	-16	-5	-0.8	0.0
CCNC(=O)CCC/C=C\C[C@@H]1[C@@H](CC[C@@H](O)CCc2ccccc2)[C@H](O)C[C@@H]1O	27	x	-0.3	x
CCc1nnc(NC(=O)/C=C/c2ccc([N+](=O)[O-])cc2)s1	-2	-3	1.7	0.1
CC1CC(C)CN(S(=O)(=O)c2ccc(F)c(C(=O)NC3CCCCC3C)c2)C1 (stereo not drawn)	-5	-8	1.7	0.1
CCN1CCN(CCCNC(=O)c2cc3c(s2)-c2ccccc2SC3)CC1	8	-22	-1.8	0.2
CCN(CC)c1nc(N)nc(Nc2ccc3ncccc3c2)n1	11	1	0.3	0.0
CC(=O)Nc1ccc(N=Cc2nc(-c3ccc(Cl)cc3)oc2O)cc1	16	-10	-1.1	0.2
O=C(CN(Cc1ccc(Br)cc1)S(=O)(=O)c1ccccc1)Nc1ccc(OCc2ccccc2)cc1	-7	-1	-0.6	0.0
Cc1ccc(NC(=O)c2nn(C)cc2Br)c(C)c1	-13	-20	0.1	-0.3
Cc1ccc(-n2c(C)nc3cc(C(=O)NCCc4ccccc4)ccc32)c(C)c1	-2	-31	0.0	-0.2
N#C/C(=C\c1ccc[nH]1)C(=O)N1CCc2ccccc2C1	0	-28	5.3*	-0.2
CCCn1c(CCC(=O)Nc2cccc(C(=O)OCC)c2)nc2cccnc21	7	1	-0.1	-0.2
Cc1nc2c(C(=O)Nc3ccc(F)c(Cl)c3)snc2c(=O)[nH]1	7	-8	-0.5	-0.2
Cc1cccc(NC(=O)CNC(=O)COC(=O)Cn2cnnn2)c1C	12	7	0.3	0.2
Cc1ccccc1NC(=O)c1ccc2c(c1)C(=O)N(CC(C)C)C2=O	6	-4	0.7	-0.1
CCc1cc2c(C)cc(C)cc2nc1SCC(N)=O	-3	11	0.1	-0.1
COC(=O)c1c(C)[nH]c(C(=O)CSc2ncnc3sc4c(c23)CCC4)c1C	15	-7	-0.1	0.2
CCC(Sc1ccc2nnc(-c3ccc(OC)cc3)n2n1)C(=O)OC (stereo not drawn)	1	-2	0.2	0.0
CC(NS(=O)(=O)c1ccccc1)c1ccccc1 (stereo not drawn)	11	-10	-0.2	0.1
CCc1cc(=O)oc2cc(C)cc(OC(C)=O)c12	6	12	1.5	-0.1
O=C(NNC(=O)C1CCN(S(=O)(=O)c2ccccc2F)CC1)c1ccco1	0	7	1.4	0.0
Cc1ccc(S(=O)(=O)CCC(=O)Nc2cccc3c2CCCC3)cc1	7	2	-1.0	0.0
CCCCOc1ccc(CN2CCSCC2)cc1	27	-12	1.5	0.1
Cc1ccccc1NC(=S)N1CCC(N(C)C(C)C)CC1	14	8	2.6	0.1
O=C(CN(Cc1ccccc1)S(=O)(=O)c1cc(Cl)ccc1Cl)NCc1cccnc1	3	0	-0.1	-0.1

Part of the list above, with values under each structure:
Order of results: MITF primary	TEAD-YAP inh	GPR151 activ	FBW7 act
> Cc1ccc(-n2c(C)nc3cc(C(=O)NCCc4ccccc4)ccc32)c(C)c1
    -2	-31	0.0	-0.2
> N#C/C(=C\c1ccc[nH]1)C(=O)N1CCc2ccccc2C1
    0	-28	5.3*	-0.2
> CCCn1c(CCC(=O)Nc2cccc(C(=O)OCC)c2)nc2cccnc21
    7	1	-0.1	-0.2
> Cc1nc2c(C(=O)Nc3ccc(F)c(Cl)c3)snc2c(=O)[nH]1
    7	-8	-0.5	-0.2
> Cc1cccc(NC(=O)CNC(=O)COC(=O)Cn2cnnn2)c1C
    12	7	0.3	0.2
> Cc1ccccc1NC(=O)c1ccc2c(c1)C(=O)N(CC(C)C)C2=O
    6	-4	0.7	-0.1
> CCc1cc2c(C)cc(C)cc2nc1SCC(N)=O
    -3	11	0.1	-0.1
> COC(=O)c1c(C)[nH]c(C(=O)CSc2ncnc3sc4c(c23)CCC4)c1C
    15	-7	-0.1	0.2
> CCC(Sc1ccc2nnc(-c3ccc(OC)cc3)n2n1)C(=O)OC (stereo not drawn)
    1	-2	0.2	0.0
> CC(NS(=O)(=O)c1ccccc1)c1ccccc1 (stereo not drawn)
    11	-10	-0.2	0.1
> CCc1cc(=O)oc2cc(C)cc(OC(C)=O)c12
    6	12	1.5	-0.1
> O=C(NNC(=O)C1CCN(S(=O)(=O)c2ccccc2F)CC1)c1ccco1
    0	7	1.4	0.0
> Cc1ccc(S(=O)(=O)CCC(=O)Nc2cccc3c2CCCC3)cc1
    7	2	-1.0	0.0
> CCCCOc1ccc(CN2CCSCC2)cc1
    27	-12	1.5	0.1
> Cc1ccccc1NC(=S)N1CCC(N(C)C(C)C)CC1
    14	8	2.6	0.1
> O=C(CN(Cc1ccccc1)S(=O)(=O)c1cc(Cl)ccc1Cl)NCc1cccnc1
    3	0	-0.1	-0.1

No enrichment for hits; overall some 3.4% were active at least once.
